a7 integrin act – integrin-mediated muscular dystrophy alleviation activation. AID 624291. Potency, µM (top dose mostly 38.3 µM), without a hit: at the highest dose activation, usual class: activators. 350,000 tested, 0.064% active. alpha7betagal myoblasts, beta-gal FDG fluorescence, 48 h;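 further: potency means the concentration at half of the fitted maximal effect; 100% = response of the positive control SU9516; nearly all actives have a fitted effect of over 60% in size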
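Alpha7betagal+/- myoblasts (passage 13) were plated 16-24 hr, then exposed to compounds (1:260 dilution of DMSO stock) for 48 hours at 37C. After MPER lysis, β-galactosidase reporter activity was read as FDG fluorescence (ex 480/em 540) after 30 minutes.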
TCR act – activates T cell receptor signaling | primary human leukocytes, anti-CD3, IL-2 HTRF, 48 h | 330,000 tested, under 10 active | AID 504894 | Potency, µM (series often up to 9.22 µM), for the others: at the top dose activation of IL-2 secretion, usual class: activators; further: % of control where 0% means no effect
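Compounds are tested in HTS on primary human leukocytes co-incubated with a-CD3 beads for 48 hr. IL-2 output is measured by time-resolved FRET.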
BCR signal inh – blocks chronic active B-cell receptor signaling; ABC-DLBCL IkBa-CBG/CBR reporter, luminescence ratio, 4 h; Potency, µM (series often up to 46.1 µM), without a hit: at the highest dose ratio change, negative = lower green/red ratio, hits mostly inhibitors; 340,000 tested, 0.05% active; active means well fitted inhibition curve with a large enough effect in the signal ratio, with a control signal flat, not every such curve was filed as active; inconclusive means small, poorly fitted or top-dose-only effect, or effect the other way, or a change in a side signal; the % refers to the signal ratio;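 further: potency means the concentration at half of the fitted maximal effect; plate controls were basal doxycycline-induced cells for no effect and cells given 10 µM MG132 for full effect; MG132 reads +100%, hits lower the ratio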
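Concentration-response series (up to 46 uM) were applied to TMD8 dual-reporter cells for 4 h at 37C with doxycycline. Green/red ratio, after filter-overlap correction, defined %Activity; red signal alone was normalised to basal cells and zero luminescence.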
Eya2 phos inh – Eya2 (human) phosphatase inhibition. recombinant Eya2, OMFP fluorescence dephosphorylation (OMFP is methylfluorescein phosphate). Potency, µM (series often up to 76.9 µM), for inactives: at the top dose activity, negative = inhibition, actives largely listed as inhibitors. 330,000 tested, 0.006% active; further: potency means the concentration at half of the fitted maximal effect; on the % scale 0 is the no-effect control and ±100 the full control effect
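Eya2 protein (added as 0.2 uM solution) was preincubated with compound for 10 min at ambient temperature in 50 mM HEPES pH 7.5, 50 mM NaCl, 5 uM MgCl2, 0.05% BSA, 1 mM DTT. OMFP (added at 50 uM) then reacted 10 min; fluorescence read at 485/525 nm.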
TSG101-PTAP inh – blocks PTAP/TSG101 interaction to inhibit HIV-1 budding | Q99816 | Fluorescence polarization, FITC-PTAP peptide / Tsg101 binding | Potency, µM (highest dose often 115 µM), without a hit: top-dose activity change, negative = inhibition, hits mostly inhibitors | 340,000 tested, under 10 active | AID 493005; active means well fitted inhibition curve with a large enough effect in the main read-out, with a control signal flat, not every such curve was filed as active; inconclusive means small, poorly fitted or top-dose-only effect, or effect the other way, or a change in a side signal; inactive means no such curve, though single readings can be large or run the other way; further: potency means the concentration at half of the fitted maximal effect; % of control where 0% means no effect
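Fluorescence anisotropy tracks displacement of a FITC-tagged PTAP peptide (50 nM) from the Tsg101 binding domain (10 uM), following a 20 min room-temperature incubation at pH 7.5.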
Mito fusion yeast – mitochondrial division inhibition or fusion activation; S. cerevisiae fusion-defective mutant growth rescue, CellTiterGlo 48 h; Potency, µM (series often up to 46.1 µM), for the others: at the highest dose growth rescue (activation), actives largely listed as activators; 320,000 tested, 0.23% active; AID 485298;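 further: potency means the concentration at half of the fitted maximal effect; % of control where 0% means no effect; nearly all actives have a fitted effect of over 45% in size; temperature-sensitive fusion mutants such as fzo1-1 at 37 °C on non-fermentable ethanol glycerol medium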
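S. cerevisiae fusion-defective temperature-sensitive mutants (e.g. fzo1-1, mgm1-5) grown 48 h at 37C in YPEG (ethanol/glycerol non-fermentable) medium with 23 nl compound per well; growth rescue read as CellTiterGlo luminescence.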
S-ASM inh – inhibitors of human secretory acid sphingomyelinase. placental ASM, HMU-PC fluorogenic substrate, 60 min. Potency, µM (highest dose often 57.5 µM), inactives show top-dose activity change, negative = inhibition, hits mostly inhibitors. 340,000 tested, 0.006% active; further: potency means the concentration at half of the fitted maximal effect
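qHTS format. ASM enzyme prepared from human placenta hydrolyses the fluorogenic substrate HMU-PC0 (9 uM final) over 60 min at 37 °C after a 10 min compound preincubation.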
TSHR antagonist – human thyrotropin receptor antagonism | activity change, negative = inhibition, % at 11.5 µM | AID 504810 | 330,000 tested, 0.2% active | P16473 | TSHR-expressing cells, TSH-stimulated cAMP HTRF, 2 h; hits give low values;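 active means activity change below a set negative limit, meaning inhibition stronger than a set level, cut at about -70% in these data; inconclusive means activity change between two set negative limits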; further: on the % scale 0 is the no-effect control and ±100 the full control effect
Target sequence (P16473 whole entry, looked up): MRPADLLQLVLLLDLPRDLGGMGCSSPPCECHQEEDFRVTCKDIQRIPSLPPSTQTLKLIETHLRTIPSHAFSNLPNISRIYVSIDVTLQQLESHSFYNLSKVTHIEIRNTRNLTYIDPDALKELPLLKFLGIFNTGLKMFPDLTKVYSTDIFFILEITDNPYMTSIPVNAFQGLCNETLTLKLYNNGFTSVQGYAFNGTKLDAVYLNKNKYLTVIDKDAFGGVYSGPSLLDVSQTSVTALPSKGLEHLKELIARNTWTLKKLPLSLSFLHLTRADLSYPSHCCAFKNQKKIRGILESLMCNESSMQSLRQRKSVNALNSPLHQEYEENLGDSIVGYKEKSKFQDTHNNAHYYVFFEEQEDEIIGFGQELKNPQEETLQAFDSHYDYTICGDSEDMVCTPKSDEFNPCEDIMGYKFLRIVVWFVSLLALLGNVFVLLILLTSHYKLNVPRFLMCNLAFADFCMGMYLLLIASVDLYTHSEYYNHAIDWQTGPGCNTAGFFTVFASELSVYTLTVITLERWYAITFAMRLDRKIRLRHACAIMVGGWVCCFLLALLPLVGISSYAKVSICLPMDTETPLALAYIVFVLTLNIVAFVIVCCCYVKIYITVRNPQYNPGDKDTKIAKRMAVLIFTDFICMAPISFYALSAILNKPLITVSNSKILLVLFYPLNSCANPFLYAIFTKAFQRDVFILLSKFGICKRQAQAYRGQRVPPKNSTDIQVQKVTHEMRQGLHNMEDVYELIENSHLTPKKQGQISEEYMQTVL
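Inhibition of cAMP made by TSHR-expressing cells under TSH stimulation (4nM final, EC80; 2 h, 37 deg C) is quantified with a one-step lysis HTRF kit, anti-cAMP cryptate versus cAMP-d2.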
Tb PFK block – inhibitors of T. brucei phosphofructokinase. O15648. T. brucei PFK, ADP-Glo luminescence. Potency, µM (highest dose often 57.5 µM), for the others: top-dose activity, negative = inhibition, usual class: inhibitors. 330,000 tested, 0.17% active. AID 485367;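 further: potency means the concentration at half of the fitted maximal effect; 0% = uninhibited 1x PFK enzyme wells and -100% = no-enzyme wells; nearly all actives have a fitted effect of over 60% in size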
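Luminescent ADP detection (ADP-Glo, two-step: ATP depletion then ADP-to-ATP conversion for luciferase) reported PFK activity after 45 min room-temperature reaction of 1.25 nM enzyme with 0.5 mM F6P and 0.1 mM ATP at pH 8.0.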
AT treatment – potential ataxia-telangiectasia treatments restoring KAP-1 phosphorylation | 320,000 tested, 0.19% active | Potency, µM (highest dose often 57.5 µM), inactives show top-dose activation, most hits filed as activators | […] A-T fibroblasts, KAP-1 phosphorylation AlphaLISA; neocarzinostatin DNA damage 30 min before lysis | AID 485349; further: potency means the concentration at half of the fitted maximal effect; % of control where 0% means no effect; nearly all actives have a fitted effect of over 45% in size
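ATM-like activity read as KAP-1 phosphorylation via AlphaLISA donor/acceptor antibody pairs after lysis and 6 hr at 25C. Cells were ATM-null patient fibroblasts ([…], hTERT), dosed 60 min, then exposed to the DSB inducer NCS for 30 min.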
ELG1 repair inh – blocks ELG1-dependent DNA repair in HEK293T cells; HEK293T ELG1-luciferase reporter, luminescence, 16 h; DNA damage induced by 5-fluorouridine; AID 504467; Potency, µM (titrated, usually from 46.1 µM), without a hit: at the highest dose activity change, negative = inhibition, actives largely listed as inhibitors; 330,000 tested, 2.3% active; further: potency means the concentration at half of the fitted maximal effect; on the % scale 0 is the no-effect control and ±100 the full control effect; nearly all actives have a fitted effect of over 55% in size
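Overnight (16 hr) co-exposure of 2,000 cells/well to 5-fluorouridine and compound at 37 °C preceded detection. Luciferase was quantified via ONE-Glo luminescence; loss of signal denotes inhibition.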
Numbers without * were called inactive; ? = inconclusive; . = no result given; [ ] = remark or other dose. Unless noted, the call rests on the fitted dose curve; in most records, active means well fitted curve in the direction sought with a large enough effect; inconclusive means small, poorly fitted or top-dose-only effect, or another doubt; inactive means no such curve, though single readings can be large; an effect the other way counts as inactive or inconclusive.

Values run as follows: ELG1 repair inh | AT treatment | TSHR antagonist | Mito fusion yeast | Tb PFK block | Eya2 phos inh | S-ASM inh | BCR signal inh | TSG101-PTAP inh | a7 integrin act | TCR act
CN(C)c1ccc(Cl)cc1N
  -17% | 3% | -10 | 0% | -1% | 0% | 5% | 2% | -3% | 8% | .
CCSc1nnc(N)s1
  -5% | 9% | -8 | 6% | -4% | -4% | 7% | 3% | -3% | 24%[7.66 µM] | 2%
CCc1ccc(NC(=O)CSc2nc(=O)n(CCCN3CCOCC3)c3c2CCC3)cc1
  -15% | 9% | -4 | -2% | 17% | -2% | . | 9% | -12% | -3% | -2%
Cc1c(Cl)cccc1NC(=O)Nc1cc(C(C)(C)C)on1
  -9% | 3% | -4 | -47%[inhibitor] | -2% | -1% | -15% | 3% | 1% | -7% | 16%
O=C(NCC(c1ccco1)N1CCCCC1)c1cccs1 (stereo not given)
  ? | 8% | -3 | . | -3% | 2% | 7% | 5% | 0% | -3% | 2%[46.1 µM]
CCc1cccc(NC(=O)C2CCCC2)c1
  ? | 3% | 0 | 12% | 11% | 13% | -1% | ? | -4% | -3% | 1%
Cc1nc(CSc2nnc3scc(-c4ccccc4)n23)cs1
  1% | 5% | -5 | 1% | 0% | 3% | 3% | 1% | -7% | -15% | -2%
COc1cc(OC)cc(C(=O)Nc2ccc(C(=O)Nc3ccccc3OC)cc2)c1
  16µM* | -7% | 0 | . | 1% | -8% | -11% | 0% | -7% | -2% | -6%
COc1ccc(/C=C2\CCCC3C2=NN(C(=O)c2scnc2C)C3c2ccc(OC)cc2)cc1 (stereo not given)
  18µM* | -1% | 1 | 16% | 3% | 11% | -4% | -3% | -6% | -4% | -26%
COc1ccc(NC(=O)N(C)C[C@H]2Oc3c(NC(=O)C4CC4)cccc3C(=O)N([C@H](C)CO)C[C@@H]2C)cc1
  2% | -4% | 8 | . | 4% | -1% | 1% | 0% | -4% | 7% | 6%
CCOc1ccc(NC(=O)Nc2cccc(C)n2)cc1
  ? | 4% | 1 | -5% | 2% | -29% | 0% | -1% | -1% | -3% | 2%
CNC[C@H]1Oc2c(NS(=O)(=O)c3ccc(F)cc3)cccc2C(=O)N([C@H](C)CO)C[C@@H]1C
  ? | -3% | 9 | . | 0% | 0% | -4% | -1% | 2% | 30% | 4%
O=C(O)c1cccc(-n2cccc2/C=C2/NC(=O)N(c3ccc(Cl)cc3)C2=O)c1
  16% | -1% | 10 | -2% | ? | 14% | 2% | ? | -6% | 2% | -3%
O=C(Cn1cc([N+](=O)[O-])ccc1=O)N1CCCc2ccccc21
  11% | 3% | 9 | -10% | 6% | 1% | 0% | 0% | -4% | 9% | 5%
O=C1CCC/C=C\C[C@@H](CC(=O)N(CCO)Cc2ccccc2)C(=O)N[C@H](Cc2c[nH]c3ccccc23)CO1
  ? | -15% | 16 | . | -2% | 6% | 0% | -4% | 0% | -7% | -1%
CCC(=O)N1CCCc2ccccc21
  14% | -6% | 1 | -4% | -12% | 3% | 3% | 0% | -1% | -15% | 4%
COc1ccccc1C(=O)NC(=S)Nc1ccc(N2CCCC2)cc1
  ? | -1% | -28 | -5% | -1% | -16% | -2% | 3% | 0% | 15% | -1%[46.1 µM]
O=[N+]([O-])c1ccc(Sc2ncc3ccccn23)nc1
  -4% | 0% | 4 | -5% | 1% | 12% | 4% | 0% | -3% | -59%[inhibitor] | -4%
COc1ccc(OC)c(N(CC(=O)NCCSc2ccccc2)S(C)(=O)=O)c1
  -6% | 7% | -12 | -1% | -2% | 25% | -3% | 1% | -1% | 0% | -3%
O=C(COC(=O)c1cc([N+](=O)[O-])ccc1NCCO)Nc1cccnc1Cl
  -27% | 7% | -4 | . | 0% | -15% | -2% | -5% | 4% | 3% | 6%
CCCCc1cc2c(c(NC(C)=O)n1)c(=O)oc1ccccc12
  ? | 0% | -2 | 14% | 6% | -2% | . | -1% | . | . | -1%[46.1 µM]
O=C(NCCCN1CCOCC1)c1cc2c([nH]c3ccccc32)c(-c2cccc(Br)c2)n1
  1.6µM* | -4% | -13 | -1% | 2% | -4% | 32% | ? | -3% | -64%[inhibitor] | 3%
COc1ccc(CCNC(=O)c2ccncc2)cc1OC
  -4% | -2% | 13 | -7% | -1% | 19% | -2% | -5% | -6% | -24% | 5%
O=C(O)/C=C/C(=O)NNC(=O)c1cc(-c2ccccc2)n[nH]1
  -11% | 4% | 7 | 4% | -12% | -1% | -2% | ? | -2% | 15% | 2%
Cc1ccc(NC(=O)c2cnccn2)c(OC(F)F)c1
  -1% | 0% | 3 | 8% | -1% | -33% | -1% | 5% | 0% | 12% | -2%
CC(C)c1onc(C(=O)NCCc2ccccc2)c1[N+](=O)[O-]
  ? | -1% | 10 | 6% | -4% | -7% | 2% | 8% | -2% | -48%[inhibitor] | -2%
c1csc(-c2csc(-c3cccs3)n2)c1
  ? | 18% | 0 | -3% | 2% | -10% | -4% | -1% | -8% | 20% | 2%
Cc1cc(C)c(NC(=O)CSc2nc(COc3ccccc3)nc3ccccc23)c(C)c1
  ? | 9% | 16 | 3% | 0% | 21% | -1% | 4% | -5% | -15% | -11%
O=C(O/N=C\c1ccc(N2CCOCC2)c([N+](=O)[O-])c1)c1ccccc1Cl
  14% | -5% | -6 | 4% | 16% | -2% | -6% | -15% | 2% | 26% | -1%
CCc1nnc(SCc2ccc(OC(C)C)cc2)n1N
  13% | 5% | 4 | 0% | 1% | -1% | 1% | -6% | -3% | -20% | 1%
COc1ccc(CCNC(=O)c2cc([N+](=O)[O-])ccc2N2CCOCC2)cc1
  -17% | 2% | 4 | 1% | -1% | -4% | 0% | -1% | 0% | -10% | -4%
COCCn1c(=S)[nH]c2cc(C(=O)N3CC(C)CC(C)C3)ccc2c1=O (stereo not given)
  -14% | 0% | -15 | -15% | -2% | 1% | 6% | ? | -7% | -7% | -5%
CCc1cc(C(=O)OC)c(NC(=O)CC2SC(N)=NC2=O)s1 (stereo not given)
  14% | 5% | 17 | 3% | -28% | 7% | 6% | 7% | 1% | 40% | -16%
COc1ccc(CCNS(=O)(=O)c2cn(C)cn2)cc1OC
  ? | -4% | 13 | -4% | 2% | 9% | 7% | -1% | -7% | 2% | 3%
CCc1cccc(NC(=O)C2CCCN(c3cnccn3)C2)c1 (stereo not given)
  -2% | 2% | 6 | 20% | -1% | -28% | 22% | 4% | 1% | 8% | 10%
COc1ccc(-c2c(C)nn3c(N)c(-c4ccccc4)cnc23)cc1OC
  -16% | -1% | -6 | -6% | 0% | -8% | 0% | ? | -3% | -43% | -3%
CC(C)(C)C1CCc2onc(C(=O)Nc3cccc(O)c3)c2C1 (stereo not given)
  -1% | 0% | -21 | 13% | 3% | -16% | . | -28% | . | . | .
C[C@H](NC(=O)c1nc[nH]c1C(=O)N[C@@H](Cc1ccccc1)C(=O)OCc1ccccc1)c1ccccc1
  -3% | 16% | -6 | 2% | 7% | 10% | -10% | ? | 0% | -15% | -1%
Cc1ccc(C[C@@H](NS(=O)(=O)c2ccc(C(=O)O)cc2)C(=O)O)cc1
  . | 12% | -5 | -7% | -3% | 1% | . | -4% | . | . | .
COC(=O)NC1(C(F)(F)F)NC(=O)N(C2CCCCC2)C1=O (stereo not given)
  3% | -3% | -4 | -1% | -4% | 4% | 1% | 0% | -17% | 14% | 4%
CN(C)C(CNC(=O)c1ccc(NS(=O)(=O)c2cccc([N+](=O)[O-])c2)cc1)c1ccco1 (stereo not given)
  2% | -1% | -15 | 1% | 2% | -2% | 9% | 2% | 1% | 17% | -4%
C=CCc1ccc(OC)c(OC)c1
  ? | -10% | -1 | 2% | 0% | -5% | -1% | -4% | -3% | -6% | -31%
Cc1ccnc(NC(=O)C2CCN(S(=O)(=O)c3ccc4c(c3)CC(C)N4C(=O)C3CCC3)CC2)c1 (stereo not given)
  9.2µM* | 0% | -12 | 0% | 1% | 15% | -1% | ? | 1% | -9% | -6%
N#Cc1c2c(c(-n3cnc4ccccc43)n3c1nc1ccccc13)CCC2
  10% | ? | -1 | 8% | -2% | 3% | 14% | ? | -2% | 1% | 5%

High-throughput results from PubChem BioAssay.
